Screens: PubChem BioAssay, several laboratories
Hep lipid drop: hepatic lipid droplet formation modulation; AML12 mouse hepatocytes, oleate lipid droplets, BODIPY imaging; inhibition, % at 6.5 µM; 240,000 tested, 0.4% active;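 active = lipid droplet intensity inhibited by at least 50%, with more than 500 cells counted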
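Assay system: AML12 mouse liver cells | Compound: 6.5 µM single-point dosing | Schedule: Overnight exposure | Technique: Fluorescence imaging, 20x objective, two fields per well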
Dynein cargo inh: dynein cargo transport inhibition; 3617.4 mouse cells, GR-EGFP nuclear translocation imaging; test concentration mostly 20 µM; stimulated with dexamethasone, 1 µM; active compounds read low; z-score, hits read low; 220,000 tested, 0.47% active;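 active = plate z-score of nuclear minus cytoplasmic receptor signal below a set negative limit, without overly bright fluorescence or cell loss, cut at about -3.5 in these data, passing the limit was not always enough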;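 also: z-score of nuclear minus cytoplasmic ring GR-EGFP intensity difference per well; some compounds called inactive have numbers as strong as hits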
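Schedule: 48 h induction, then 1 h compound, then 30 min agonist, 37 °C. Buffer or medium: tetracycline-free induction medium containing charcoal-stripped FBS. Reagent: 1.0 µM final dexamethasone stimulus. Evaluation: nuclear versus cytoplasmic GR-EGFP signal, averaged per well. Signal: high-content fluorescence imaging after fixation.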
b-catenin transl: beta-catenin nuclear translocation modulation | HeLa beta-catenin nuclear translocation, immunofluorescence imaging | nuclear translocation activity, % at 5 µM | 190,000 tested, 0.3% active;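 active = nuclear translocation activity above 50% at 5 µM, with a well cell count of 50 or more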;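 also: per-cell ratio of nuclear to cytoplasmic median beta-catenin stain intensity; plate controls were DMSO negative control for no effect and GSK-3 inhibitor IX positive control for full effect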
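Test system: human HeLa cells, endogenous beta-catenin. Times: 24 h compound exposure, 37°C. Measured by: beta-catenin immunofluorescence imaging with DAPI.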
Dynein cargo inh cytoplasmic EGFP: second read-out of Dynein cargo inh, no call of its own (marks repeat the call); z-score; measured here: cytoplasmic GR-EGFP intensity; active compounds read high
Dynein cargo inh nuclear GR-EGFP: second read-out of Dynein cargo inh, no call of its own (marks repeat the call); z-score; measured here: nuclear GR-EGFP intensity;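 lower value marks the stronger effect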
Dynein cargo inh cell count: also measured in Dynein cargo inh; calls as there; z-score; measured here: cell count per field
Hep lipid drop cells 6.5 µM: recorded beside Hep lipid drop, whose call it bears; cell count; measured here: cell count, cytotoxicity flag;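 cells counted across two imaged fields per well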
b-catenin transl cell count 5 µM: recorded beside b-catenin transl, whose call it bears; cell count; measured here: cell count, cytotoxicity flag
Active calls of the source: *.

Every second line gives: Hep lipid drop	Hep lipid drop cells 6.5 µM	Dynein cargo inh	Dynein cargo inh cytoplasmic EGFP	Dynein cargo inh nuclear GR-EGFP	Dynein cargo inh cell count	b-catenin transl	b-catenin transl cell count 5 µM
COc1ccc(-c2cccc(C3CC=CC4C3C(=O)N(Cc3ccccc3)C4c3ccc4ccccc4c3)c2)cc1 (configuration not stated)
  -2	678	-0.62	-0.79	-0.14	0.17	-2.5	1127
Cc1ccc(C(=O)N[C@H](C(=O)OCc2nnc(-c3ccccc3)o2)C(C)C)cc1
  -1	681	-0.59	-0.2	-0.43	0.72	-2.6	1247
Fc1ccc(-c2nc(-c3cnccn3)no2)c(Cl)c1
  -4	661	0.39	-0.26	-0.029	0.093	-1.8	1076
COc1ccc(/C=C/C(=O)Nc2nnc(C(C)C)s2)cc1OC
  14	757	0.6	-0.2	0.89	-0.2	-0.2	1325
O=C(O)CSc1nc2sc3c(c2c(=O)n1-c1ccccc1)CCC3
  10	660	-0.48	-0.087	0.33	-0.11	-0.6	1344
COC(=O)CCC(=O)OC1(C)C(=O)C2=CN(CCCOC(C)C)C(c3ccc(OC)cc3)=CC2=C(Br)C1=O (configuration not stated)
  -1	682	-0.33	-0.83	-0.0064	0.37	-1.4	1215
Cc1csc(NC(=O)c2ccco2)c1C(=O)c1ccccc1
  2	722	-0.26	0.31	0.43	0.012	0.0	1258
O=C(COc1ccccc1)N1CCN=C1SCc1ccccc1F
  41	694	-0.41	0.14	0.68	-1.3	1.2	1274
Cc1[nH]n(-c2ccccc2)c(=O)c1C=Nc1ccc(S(=O)(=O)NC(N)=O)cc1
  7	719	0.16	-0.21	0.17	-0.17	-0.3	1253
Cc1cccn2c(=O)c(/C=C3\SC(=S)NC3=O)c(NCCCN3CCOCC3)nc12
  -18	673	-1.2	2.5	-0.11	0.94	-0.4	1143
CCCCC(CCC(=O)O)(C(=O)OCC)c1csc(Nc2ccc(OCC)cc2)n1 (configuration not stated)
  -1	694	1.6	-0.24	0.6	0.3	0.6	1320
COc1ccc(C(CCN2CCOCC2)c2c(OC)cc(OC)c3c(C)cc(=O)oc23)cc1 (configuration not stated)
  15	671	-0.29	-0.74	-0.093	-0.041	0.4	1156
N#Cc1cc(-c2ccccc2)nc(NN)n1
  1	742	-0.53	-0.28	-0.38	1.3	-0.2	1325
COc1ccc(/C=N/NC(=O)Cc2n[nH]c(=O)[nH]c2=O)cc1
  8	726	1.3	-0.003	1.1	-1.6	-0.1	1338
Cc1cc(C(=O)NNC(=O)NC(C)C)no1
  2	582	0.05	-0.27	0.11	0.72	-0.6	1355
Cc1ccc(N2CN(CCc3ccccc3)CNC2=S)cc1
  -4	707	-0.59	-0.11	-0.42	0.58	-1.2	1171
CC12CCC(C(=O)N/N=C/c3ccc(O)cc3)(OC1=O)C2(C)C (configuration not stated)
  -8	747	0.17	-0.25	-0.039	0.53	-0.6	1342
O=C(N/N=C/C=C/c1ccccc1[N+](=O)[O-])c1ccncc1
  3	662	-0.1	-0.26	0.6	-0.13	0.7	1282
COc1ccc(CCNC(=O)C2CC(c3ccccc3C(F)(F)F)=NO2)cc1 (configuration not stated)
  22	698	-0.83	-0.7	-0.23	-0.44	-1.8	1143
CN(C)CCCN=C(NO)c1ccc(Cl)cc1Cl
  2	725	-0.079	-0.25	0.45	-0.095	-0.2	1330
O=C(Nc1ccn([C@H]2CC[C@@H](CO)O2)c(=O)n1)c1ccccc1
  18	775	1.1	-0.23	0.36	-0.46	-1.6	1309
O=C1C(Cl)=C(Nc2ccc(O)cc2)C(=O)c2ccccc21
  7	754	-1.5	0.15	-0.75	1.1	39	93
O=C(Nc1ccccc1)N1CCNCC1
  -4	739	-0.56	-0.18	-0.42	0.28	-0.7	1161
COc1ccc(-c2ccc(OC)c([C@H]3[C@@H]4C=CCC[C@@]4(C)C(=O)N3Cc3ccccc3)c2)cc1OC
  -2	767	0.73	-0.88	0.48	1.5	0.4	1005
Cc1cc(C)cc(N2C(=O)CC(Cn3nc(C)cc3C)C2=O)c1 (configuration not stated)
  4	716	2.7	-0.21	1.3	-1.1	0.8	1316
O=c1oc2ccccc2n1Cc1cccc(Cl)c1
  -7	679	-0.23	-0.27	-0.35	0.48	-4.2	1195
O=C(CCCN1C(=O)/C(=C/c2ccccc2Cl)SC1=S)NNC(=O)c1ccc(Cl)cc1Cl
  -4	720	1.5	-0.048	1.3	-1.3	-1.0	1330
CCc1nn(C)c2c(=O)c(=O)c2n(C)[nH]1
  5	696	1.6	-0.058	1.6	-3	-0.8	1414
O=C(O)c1cccc(Cn2c(Cl)c(/C=N/NC(=O)c3ccc(O)cc3)sc2=O)c1
  -2	750	-0.8	-0.24	0.19	0.17	0.6	1306
CCOC(=O)/C=C(C)\C=C\c1c[nH]c2ccccc12
  -12	739	-0.27	0.014	0.45	-0.16	-0.3	1327
COC(=O)c1sc(C(C)(C)C)cc1CS(=O)(=O)c1ccc(Cl)cc1
  5	648	-0.98	-0.23	-0.56	0.32	-0.9	1269
Cc1nc(-c2ccc(-n3nncc3-c3ccco3)cc2)cs1
  -5	679	2	-0.21	0.9	-1.4	1.8	962
COc1cc(/C=C2/C(=N)N3C(c4ccccc4)=CSC3=NC2=O)ccc1OCC(=O)O
  -6	813	0.038	-0.29	0.59	0.057	0.9	1367
CC1=NNC(=O)C1CC(=O)N/N=C/c1ccc(C)o1 (configuration not stated)
  0	720	-0.21	-0.3	0.38	1.4	-0.2	1290
COc1cccc(Cl)c1NC(=O)N1CCN(c2ccnc3cc(Cl)ccc23)CC1
  -2	735	0.98	2	1.6	-2.8	0.4	1295
O=c1[nH]c(-[n+]2ccccc2)c(/C=N/N=C(\[O-])c2ccccc2)s1
  4	702	-0.53	-0.19	0.16	-0.45	-0.3	1387
O=C1N/C(=N/N=C/c2ccc(F)cc2)SC1c1ccccc1 (configuration not stated)
  2	642	-0.16	-0.21	0.29	0.27	1.1	1283
COc1ccc(SC[C@H](Cc2ccccc2)N2CCN(CCc3ccccc3)CCC2=O)cc1
  -2	718	-0.082	-0.79	-0.0058	-0.11	-0.3	1192
Cc1cc(=O)[nH]c(-c2ccccc2OC(F)(F)F)n1
  1	676	-0.53	-0.29	-0.32	1.4	-2.7	1176
Cc1nn(C)c2c(=O)c(=O)c2n(C)[nH]1
  6	658	1.4	-0.16	1.5	-1.9	0.3	1287
CCCCN1CNC(=S)N(CCc2ccc(OCC)c(OCC)c2)C1
  11	700	0.44	-0.2	0.0082	-0.068	-3.4	1208
Cc1nc(CS(=O)(=O)c2ccccn2)sc1C(=O)NNC(=O)c1ccccc1
  4	617	0.87	-0.3	0.53	-0.14	-0.4	1319
N[C@@H](CO)c1cn([C@@H](Cc2cc3ccccc3[nH]2)C(=O)N2CCNCC2)nn1
  8	723	-0.34	-0.74	-0.0023	0.47	-2.2	1209
Cc1ccc(F)c(C2C3C=CCC(c4cccc(-c5ccc(N(C)C)cc5)c4)C3C(=O)N2Cc2ccccc2)c1 (configuration not stated)
  4	689	-0.35	-0.83	-0.22	0.8	-0.6	1225
Nc1c(-c2ccc(Cl)cc2)cnn1-c1cc(C(F)(F)F)cc(C(F)(F)F)c1
  2	737	-0.29	-0.24	-0.069	0.49	-1.2	1298
Cc1[nH]c(=O)[nH]c(=O)c1/C=N/NC(=O)CCNC(=O)OC(C)(C)C
  -7	753	-0.55	-0.15	-0.19	0.37	1.4	1288
CCOP1(=O)OCC2OC(n3cnc4c(N)ncnc43)C(O)C2O1 (configuration not stated)
  3	697	-0.43	-0.19	0.22	-0.0057	-1.2	1296
Cc1onc(-c2ccccc2)c1CNS(=O)(=O)c1cccc(Br)c1
  -8	633	0.21	-0.25	0.01	0.11	-1.8	1121
Cc1cc(C(=O)NC2CCCCC2)on1
  13	680	-0.13	-0.21	0.81	-0.042	-0.8	1295
ClCc1csc(N/N=C/c2cccs2)n1
  -16	726	1.1	-0.21	1.3	-1.1	1.8	1350

Following part:
Every second line gives: Hep lipid drop	Hep lipid drop cells 6.5 µM	Dynein cargo inh	Dynein cargo inh cytoplasmic EGFP	Dynein cargo inh nuclear GR-EGFP	Dynein cargo inh cell count	b-catenin transl	b-catenin transl cell count 5 µM
CCOC(=O)c1nc(C)sc1-c1ccnn1S(=O)(=O)c1cccc(Cl)c1
  -4	699	-0.65	-0.27	-0.37	0.52	-1.6	1187
O=C1/C(=C/C=C/c2ccco2)SC(=S)N1NS(=O)(=O)c1ccccc1
  31	692	0.95	-0.28	0.57	0.23	-0.3	1249
Cc1ccc(-c2ccc([C@H]3[C@@H]4C=CCC[C@@]4(C)C(=O)N3Cc3ccccc3)c(F)c2)cc1
  -74	671	0.87	-0.58	0.43	-1.2	0.9	941
O=C(N/N=C/c1ccccc1[N+](=O)[O-])c1cccs1
  -3	693	-1.2	-0.25	0.0064	0.92	1.4	1229
CCOc1ccc(N=C2NC(=O)SC2CC(=O)OC)cc1 (configuration not stated)
  10	741	0.39	-0.22	0.2	-0.2	1.4	1349
COc1cc(C(CCN2CCCC(C)C2)c2c(OC)cc(OC)c3c(-c4ccccc4)cc(=O)oc23)cc(OC)c1OC (configuration not stated)
  22	695	-3.5	1.1	-1.5	-4.1	-2.3	1093
Cc1ccc(NC(=O)c2cc3cccc([N+](=O)[O-])c3[nH]2)cc1
  4	717	1.2	-0.25	0.4	-0.22	4.1	926
O=C(NC(=O)c1ccccc1F)OCc1ccc(Cl)cc1Cl
  13	750	-0.2	-0.21	-0.21	0.16	-1.4	1324
CC(C)OCCCN1CN(S(=O)(=O)c2cccs2)c2nc3ccccc3nc21
  14	721	-0.3	-0.28	-0.081	0.63	-0.9	1408
CCOC(=O)c1ccc(N2C(=O)CC(NNC(=O)c3ccc(Br)s3)C2=O)cc1 (configuration not stated)
  -4	739	-1.2	-0.16	-0.53	1.5	0.4	1276

3 compounds out of the list above, arranged by their value in Dynein cargo inh cytoplasmic EGFP, ascending.
| SMILES | Dynein cargo inh | Dynein cargo inh cytoplasmic EGFP | Dynein cargo inh nuclear GR-EGFP | Dynein cargo inh cell count |
| --- | --- | --- | --- | --- |
| Cc1ccc(-c2ccc([C@H]3[C@@H]4C=CCC[C@@]4(C)C(=O)N3Cc3ccccc3)c(F)c2)cc1 | 0.87 | -0.58 | 0.43 | -1.2 |
| CCOc1ccc(N=C2NC(=O)SC2CC(=O)OC)cc1 (configuration not stated) | 0.39 | -0.22 | 0.2 | -0.2 |
| O=C(NC(=O)c1ccccc1F)OCc1ccc(Cl)cc1Cl | -0.2 | -0.21 | -0.21 | 0.16 |

Other entries.
Every second line gives: Hep lipid drop	Hep lipid drop cells 6.5 µM	Dynein cargo inh	Dynein cargo inh cytoplasmic EGFP	Dynein cargo inh nuclear GR-EGFP	Dynein cargo inh cell count	b-catenin transl	b-catenin transl cell count 5 µM
Brc1cc(Cc2nnc(-c3ccccc3)o2)c(Br)s1
  3	755	0.46	-0.14	0.029	-0.41	1.7	1038
Nc1nnn(CC(=O)N/N=C/c2ccc(O)cc2)n1
  -4	689	-0.27	-0.24	0.28	0.97	-1.2	1302
Nc1ccc2nc3c(=O)[nH]c(=S)[nH]c3nc2c1
  5	746	1.8	-0.24	1.4	-0.82	-0.5	1383
COc1ccc(C2/C=C\CN(C(=O)c3ccc(C)cc3)CC(=O)N2Cc2ccc(F)cc2)cc1 (configuration not stated)
  -19	685	-0.034	-0.8	-0.073	0.28	-1.5	1167
Cc1ccc(S(=O)(=O)/N=C(/NC(=S)Nc2c(C)n(C)n(-c3ccccc3)c2=O)c2ccccc2)cc1
  1	647	0.23	-0.24	-0.023	0.17	0.4	1312
COCCOC(=O)c1nccnc1C(=O)Nc1ccc(S(=O)(=O)N2CCOCC2)cc1
  2	691	-0.28	-0.16	-0.047	-0.36	-0.3	1338

Some entries already given, reduced to b-catenin transl and Dynein cargo inh nuclear GR-EGFP.
SMILES	b-catenin transl	Dynein cargo inh nuclear GR-EGFP
Cc1ccc(S(=O)(=O)/N=C(/NC(=S)Nc2c(C)n(C)n(-c3ccccc3)c2=O)c2ccccc2)cc1	0.4	-0.023
COCCOC(=O)c1nccnc1C(=O)Nc1ccc(S(=O)(=O)N2CCOCC2)cc1	-0.3	-0.047

Only part of the results is shown. The share of hits here may be higher or lower than overall.
